# E coli WT exp: E. coli BW25113 growth inhibition, expanded screen. OD600 absorbance. growth inhibition, % at 100 µM. 98,000 compounds, 0.15% hits;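 active = growth inhibition above about 50% at one test dose, limit read from the data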;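 note: growth measured after 20 h incubation at 37 °C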
# sEH activator: activators of human soluble epoxide hydrolase. P34913. purified human sEH enzymatic activity, activator screen. activation, % at 2 µM. 91,000 compounds, 0.04% hits. AID 717; in the data active = activation above about 37%; note: values of inactives mirror those of a sister screen read the other way
# PostGolgi ctrl: growth of the yeast control strain, post-Golgi counter-screen. efflux-deficient yeast background strain, growth absorbance A615, 16 h. inhibition, % at 10 µM. 98,000 compounds, 5% hits
# S1P2 ag: activates the human S1P2 receptor; O95136; S1P2-expressing cell line, agonist reporter read-out; activation, % at 4.5 µM; 97,000 compounds, 0.46% hits; AID 729; in the data active = activation above about 16%;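 note: 0% = vehicle low control and 100% = maximal reference agonist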
# Target sequence (O95136 whole entry, looked up): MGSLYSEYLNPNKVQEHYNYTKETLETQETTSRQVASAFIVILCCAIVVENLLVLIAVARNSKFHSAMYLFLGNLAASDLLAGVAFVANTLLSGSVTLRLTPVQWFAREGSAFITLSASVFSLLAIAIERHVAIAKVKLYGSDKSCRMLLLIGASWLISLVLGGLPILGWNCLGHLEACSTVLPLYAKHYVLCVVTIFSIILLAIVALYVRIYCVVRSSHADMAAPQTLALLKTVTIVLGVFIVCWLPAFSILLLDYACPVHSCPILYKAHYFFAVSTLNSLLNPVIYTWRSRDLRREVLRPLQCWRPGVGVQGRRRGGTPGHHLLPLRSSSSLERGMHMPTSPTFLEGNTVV
# PLAP activator: human PLAP activation | purified PLAP enzyme, luminescent substrate read-out; stronger effect = higher value | 96,000 compounds, 1.2% hits | P05187 | AID 696 | activation fold at 20 µM; in the data active = activation fold above about 2
# Target sequence (P05187 whole entry, looked up): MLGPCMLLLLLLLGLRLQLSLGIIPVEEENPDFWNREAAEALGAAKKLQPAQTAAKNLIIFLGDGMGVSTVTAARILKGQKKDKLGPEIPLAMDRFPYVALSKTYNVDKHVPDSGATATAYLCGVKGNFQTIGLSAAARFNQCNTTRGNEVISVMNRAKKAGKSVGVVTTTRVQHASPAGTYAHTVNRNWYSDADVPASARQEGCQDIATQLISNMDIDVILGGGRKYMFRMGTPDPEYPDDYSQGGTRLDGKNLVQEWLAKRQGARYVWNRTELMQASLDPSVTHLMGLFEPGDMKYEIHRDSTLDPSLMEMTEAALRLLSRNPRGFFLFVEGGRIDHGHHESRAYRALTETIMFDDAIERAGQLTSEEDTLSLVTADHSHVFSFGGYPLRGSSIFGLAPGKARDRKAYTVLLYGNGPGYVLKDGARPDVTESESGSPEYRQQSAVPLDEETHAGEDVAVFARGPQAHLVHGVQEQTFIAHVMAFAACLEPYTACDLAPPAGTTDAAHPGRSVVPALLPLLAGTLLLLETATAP
# PostGolgi yeast: growth inhibition of a yeast mutant, post-Golgi transport screen; post-Golgi transport phenotypic cell assay; inhibition, % at 10 µM; 98,000 compounds, 0.9% hits;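 note: yeast cells grown in 1536-well plates; yeast grown about 18 h at 30C before absorbance read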
# S1P2 antag: blocks the human S1P2 receptor | 97,000 compounds, 0.21% hits | O95136 | cell-based S1P2 antagonist assay, inhibition at 5 uM | inhibition, % at 5 µM; in the data active = inhibition above about 45%;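 note: CRE beta-lactamase reporter cells expressing human S1P2 stimulated with S1P; 0% = agonist at EC80 alone and 100% = agonist plus reference antagonist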
# sEH inhibitor: soluble epoxide hydrolase (human) inhibition. AID 707. P34913. 91,000 compounds, 0.34% hits. inhibition, % at 2 µM. recombinant human sEH enzymatic activity assay; in the data active = inhibition above about 80%; note: values of inactives mirror those of a sister screen read the other way; many of its hits are not listed in these tables
# Mac1 fbg inh: CD11b/CD18-fibrinogen binding inhibition. AID 1497. 93,000 compounds, 0.54% hits. P05107+P11215. inhibition, % at 10 µM. K562 CD11b/CD18 adhesion to fibrinogen, ATPlite luminescence; Mn2+ added to activate the integrin;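 active = primary inhibition of 50% or more at 10 µM, then 40% or more on retest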; note: some results filed as inactive read as strong as hits
# The depositor's hits bear a star; . = no result given. Cut-off read from the data, not from the text of the source, unless noted: active = inhibition above about 30%; inactive = the rest.
SMILES,E coli WT exp,sEH activator,PostGolgi ctrl,S1P2 ag,PLAP activator,PostGolgi yeast,S1P2 antag,sEH inhibitor,Mac1 fbg inh
CCOC(=O)Cn1nc(/C=C/c2ccc(C)cc2)ccc1=O,6.0,0.8,0.6,-2.3,1.2,0.6,10.1,1.0,34.3
Cc1nnc(SCC(=O)N2CCCc3ccccc32)[nH]c1=O,6.0,10.3,-0.6,-6.3,1.3,3.4,-2.4,-11.0,-2.4
Clc1cccc(COn2c(-c3ccc(Cl)cc3Cl)nc3ncccc32)c1,-20.0,9.0,71.1*,-2.1,1.5,-6.1,-29.7,-7.5,11.1
CCn1ncc(/C=N/N=C2\CCC3C4CCc5cc(O)ccc5C4CCC23C)c1C (stereo not drawn),-2.0,-25.6,-2.3,-3.7,1.6,-4.9,2.6,26.6,8.0
O=C(NCCc1ccccn1)c1cccc(S(=O)(=O)N2CCCCCC2)c1,3.0,1.7,15.3,-3.2,0.9,7.1,-10.0,-3.6,-2.0
Clc1ccc(CN(Cc2ccccc2)C(c2cccs2)c2nnnn2C2CCCC2)cc1 (stereo not drawn),-4.0,-3.5,0.3,2.5,1,5.3,-27.3,5.5,-0.6
O=C(c1ccc(C23CC4CC(CC(C4)C2)C3)o1)N1CCOCC1,6.0,-8.7,24.8,-6.0,1.1,10.9,1.5,8.8,-0.5
O=C(c1ccco1)[C@@H]1[C@@H]2C(=O)N(c3ccccc3)C(=O)[C@@H]2C2c3ccccc3C=CN21 (stereo partly drawn),.,3.9,.,-2.9,1.3,.,25.5,-4.3,0.0
CC1CCc2nc(N)c(C#N)c(-c3cccnc3)c2C1 (stereo not drawn),9.0,-9.7,-0.5,-5.6,.,0.6,31.3,9.7,.
c1ccc2c(-c3nc(-c4ccncc4)no3)cccc2c1,0.0,-2.4,22.9,-2.8,0.9,1.1,18.6,-1.9,-10.5
Cc1ccc(C(=O)CCCn2nnc(-c3cccnc3)n2)cc1C,7.0,-4.0,5.2,-2.2,1.4,16.4,22.5,7.3,-24.2
CSc1nc2ccc3nc(NC(=O)C4COc5ccccc5O4)sc3c2s1 (stereo not drawn),0.0,-8.2,6.4,-5.7,1.6,-1.0,19.0,9.7,76.2
CCOC(=O)C1CCN(c2ncnc3c2cnn3-c2ccc(OC)cc2)CC1,1.0,.,11.5,-7.8,.,8.4,-11.4,.,.
COc1cccc(C=Nc2cc(C)on2)c1O,8.0,.,20.4,.,1,-0.3,.,.,1.4
O=C(NCCCN1CCCC1=O)c1ccccc1NS(=O)(=O)c1ccc(F)cc1,-1.0,6.3,14.4,-1.1,1.3,-1.0,6.1,-4.8,3.2
O=C1C2C3CCCC3=C3CCCC3C2C(=O)N1c1ccccc1 (stereo not drawn),4.0,6.5,28.5,-12.4,0.9,11.8,4.2,-5.9,1.2
Cc1ccc(Nc2nc(Oc3ccc(=O)[nH]n3)nc(N(C)C)n2)cc1,-7.0,2.6,17.6,-3.3,1.2,-6.5,8.0,-0.1,-3.0
CN(c1ccc(C(=O)N2CCN(c3ccc(F)cc3)CC2)cc1)S(C)(=O)=O,-3.0,3.8,6.0,-4.5,1.7,0.2,16.1,-4.3,-23.2
CCOC(=O)CN(C(=O)CNC(=O)c1ccco1)C(C(=O)NC1CCCCC1)c1cccs1 (stereo not drawn),.,2.8,.,-3.3,.,.,3.0,-1.3,.
CCC(=O)N1CCN(c2ccc(Cl)cc2NC(=O)Cc2ccc(Cl)cc2)CC1,-17.0,18.2,29.5,-2.0,1.5,-0.2,-15.3,-14.6,-4.1
CCC(N)C12CC3CC(CC(O)(C3)C1)C2 (stereo not drawn),.,23.0,.,-6.3,.,.,-21.6,-16.5,.
CCOC(=O)c1sc(NC(=O)CSc2nnc(C(C)C)n2C)nc1C,.,4.2,.,-3.7,.,.,-4.3,1.3,.
COC(=O)c1cccc(OCC(O)Cn2cnc3cc(C)c(C)cc32)c1 (stereo not drawn),-3.0,8.7,8.7,-2.0,1.5,1.0,12.7,-7.2,-5.6
CN=C1S/C(=C\c2cc(C)n(-c3ccccc3F)c2C)C(=O)N1C,-6.0,-0.8,20.8,-4.2,1.4,-4.2,2.3,3.4,97.3
COc1ccc(C(=O)NCC23C=CC(O2)C2C(=O)N(Cc4ccccc4)C(=O)C23)cc1 (stereo not drawn),-7.0,-1.9,0.1,-3.6,1,-6.3,-6.2,2.6,2.6
Cc1ccc2cc3c(NC(=O)c4ccco4)nn(CC(C)C)c3nc2c1,6.0,6.7,7.0,11.5,0.9,3.6,14.1,-7.1,-4.9
CSCCC(NC(=O)c1ccc(Cl)cc1)C(=O)NC(C)(C)C (stereo not drawn),3.0,-12.4,6.3,-2.6,1.1,1.2,36.3,10.9,1.9
Cn1c(=O)c2c(nc(Br)n2CC(=O)c2cccs2)n(C)c1=O,4.0,-0.4,-5.9,-5.2,0.7,-1.1,-1.0,-0.5,-19.1
COc1ccccc1NC(=O)NC1(C(=O)N2CCC(O)CC2)CCCCC1,1.0,1.7,4.0,-6.0,0.9,-0.1,6.4,-3.0,-8.4
CCOC(=O)c1c(C)[nH]c(C(=O)OC)c1CCC(=O)OC,2.0,-2.6,6.5,-7.3,1.1,-1.4,-1.1,3.8,9.9

# Individual results from above.
# `COC(=O)c1cccc(OCC(O)Cn2cnc3cc(C)c(C)cc32)c1` (stereo not drawn) | S1P2 antag = 12.7
# `CCOC(=O)c1sc(NC(=O)CSc2nnc(C(C)C)n2C)nc1C` | S1P2 antag = -4.3

# Next section:
SMILES,E coli WT exp,sEH activator,PostGolgi ctrl,S1P2 ag,PLAP activator,PostGolgi yeast,S1P2 antag,sEH inhibitor,Mac1 fbg inh
COc1ccc2[nH]c3nc(SCC(=O)NNC(=O)c4ccc(OC)c(OC)c4)nnc3c2c1,-3.0,-8.5,8.5,-12.6,1.1,-9.6,0.5,9.6,.
O=C(Oc1cccc(N2C(=O)CCC2=O)c1)c1ccccc1,.,16.9,.,-1.2,.,.,9.1,-17.0,.
O=C(Nc1nnc(CCOCCOCCc2nnc(NC(=O)c3ccco3)s2)s1)c1ccco1,-6.0,-12.0,3.8,-0.9,2*,-30.3,0.2,13.3,-7.0
CCOC(=O)c1sc2nc(N3CCOCC3)c3c(c2c1N)CC(C)(C)N(C)C3,-8.0,4.8,7.0,-3.2,1.5,-5.4,7.8,-5.7,-6.6
Cc1ccc2c(C)c(C(=O)N(Cc3cccs3)C3CCS(=O)(=O)C3)oc2c1 (stereo not drawn),-12.0,12.0,19.4,-2.7,1.7,-2.7,-11.9,-17.0,-0.3
Cc1ccc(NS(=O)(=O)c2cc(C(N)=O)ccc2C)cc1,2.0,-5.3,2.6,-7.2,1,4.2,-11.6,3.1,9.3
Clc1ccc(OCCn2cnc3ccccc32)c(Cl)c1,.,-2.1,.,-5.0,.,.,-13.5,0.3,.
CCOC(=O)c1cc(-c2ccccc2)n(CCC(=O)O)c1C,-8.0,2.3,5.0,-9.1,1.3,-7.2,3.5,0.6,4.0
O=C(CCN1CCN(c2ccccn2)CC1)Nc1ccc(F)cc1,7.0,5.1,29.4,-8.7,1.1,12.1,22.4,-4.1,1.4
CC1CCN(C(=O)CSc2nnc(-c3ccco3)o2)CC1,0.0,17.2,4.8,-2.3,0.9,1.3,-5.3,-16.5,-8.3
O=C(c1ccco1)N1CCN(S(=O)(=O)c2ccc3c(c2)OCCO3)CC1,7.0,10.9,6.2,-10.2,1.6,0.6,20.7,-7.7,-3.3
Cc1ccc(-c2cccc(NC(=O)C3C(C(=O)O)[C@@H]4C=C[C@H]3C4)c2)o1 (stereo partly drawn),7.0,5.9,6.1,-6.2,1,3.1,24.4,-8.3,-6.5
N/C(=N\N=C\c1ccnc2ccccc12)SC1CC(=O)N(c2ccc(Br)cc2)C1=O (stereo not drawn),-2.0,-57.8,-1.7,-5.5,1.5,-1.9,-23.1,57.8,-25.7
Cn1c(SCC(=O)OCC(=O)c2ccccc2)nnc1-c1cccs1,-4.0,10.5,0.8,-4.3,1.1,6.5,14.2,-10.9,-9.8
CCN(CC)CC(C(=O)N(CC)CC)P(=O)(c1ccccc1)c1ccccc1 (stereo not drawn),3.0,11.3,0.6,-8.9,1.4,-2.9,8.8,-8.7,12.9
Cc1ccc(-c2nnn(CCC(=O)NC(C)(C)C)n2)cc1,.,2.7,.,-4.5,.,.,-8.7,3.0,.
C=CCC1(O)C(=O)Nc2ccccc21 (stereo not drawn),6.0,-1.2,2.8,-3.0,0.9,-3.0,2.1,1.5,-42.7
O=S(=O)(c1ccccc1)N1CCCC1c1nc2ccccc2s1 (stereo not drawn),-12.0,-10.6,19.7,-4.4,1,-8.7,12.7,12.7,.
COc1ccc(N(CC(=O)Nc2cc(C)on2)S(=O)(=O)c2ccc(Cl)cc2)cc1,-8.0,8.5,2.5,-3.0,0.7,-5.0,0.6,-10.4,-40.5
CS(=O)(=O)N(CC(=O)N1CCOCC1)Cc1ccc(Cl)cc1,-3.0,2.5,6.0,-4.1,1.3,12.7,-17.1,-1.2,-7.3
CCN(CC)S(=O)(=O)c1ccc(NC(=O)C2COc3ccccc3O2)cc1 (stereo not drawn),-3.0,.,18.2,.,1,0.2,.,.,-1.3
COC(=O)c1nc(C(=O)OC)c(C(=O)OC)nc1C(=O)OC,-1.0,-5.2,3.7,-9.4,1,4.9,5.5,4.7,-1.5
CCOc1cc(/C=C2/NC(=S)NC2=O)ccc1OCc1ccc([N+](=O)[O-])cc1,3.0,14.7,7.5,-6.6,1.7,0.2,-10.0,-18.1,29.3
N=c1c2c(-c3ccccc3)c(-c3ccccc3)n(Cc3ccccc3)c2ncn1CCCn1ccnc1,28.0,9.4,77.1*,-2.6,.,94.5*,15.6,-11.0,.
COc1ccc(CNC(=O)c2cc3c(C)nc4ccccc4c3o2)c(OC)c1,-21.0,-8.3,0.5,-4.0,0.9,-14.0,10.7,10.3,33.6
CCCN1C/C(=C/c2cccc([N+](=O)[O-])c2)C(=O)/C(=C/c2cccc([N+](=O)[O-])c2)C1,5.0,2.9,2.5,-1.7,1,0.8,10.3,-2.5,0.1
O=P(O)(COc1ccccc1)COc1ccccc1,0.0,5.4,6.6,-3.7,1.1,-5.6,-2.5,-5.8,.
COc1ccc(N/N=C2/CCCCC2=O)cc1,-1.0,0.4,-8.2,4.2,1.1,15.7,-10.3,1.0,-14.7
CCCCN(CC)CCNc1c(N2CCN(C(=O)OCC)CC2)c(=O)c1=O,5.0,-9.2,12.6,-7.8,1.2,-3.1,7.9,9.9,5.3
O=C(CSc1ncccn1)c1ccccc1Br,-2.0,-7.7,15.5,-3.9,1.1,-4.3,-7.0,5.8,.
Cc1ccc2cc3cc(C(=O)NCCN4CCOCC4)oc3nc2c1,2.0,10.8,-4.0,-6.3,.,-2.8,9.0,-11.4,.

# Of the compounds above, these have a Cl atom.
SMILES,E coli WT exp,sEH activator,PostGolgi ctrl,S1P2 ag,PLAP activator,PostGolgi yeast,S1P2 antag,sEH inhibitor,Mac1 fbg inh
Clc1cccc(COn2c(-c3ccc(Cl)cc3Cl)nc3ncccc32)c1,-20.0,9.0,71.1*,-2.1,1.5,-6.1,-29.7,-7.5,11.1
Clc1ccc(CN(Cc2ccccc2)C(c2cccs2)c2nnnn2C2CCCC2)cc1 (stereo not drawn),-4.0,-3.5,0.3,2.5,1,5.3,-27.3,5.5,-0.6
CCC(=O)N1CCN(c2ccc(Cl)cc2NC(=O)Cc2ccc(Cl)cc2)CC1,-17.0,18.2,29.5,-2.0,1.5,-0.2,-15.3,-14.6,-4.1
CSCCC(NC(=O)c1ccc(Cl)cc1)C(=O)NC(C)(C)C (stereo not drawn),3.0,-12.4,6.3,-2.6,1.1,1.2,36.3,10.9,1.9
Clc1ccc(OCCn2cnc3ccccc32)c(Cl)c1,.,-2.1,.,-5.0,.,.,-13.5,0.3,.
COc1ccc(N(CC(=O)Nc2cc(C)on2)S(=O)(=O)c2ccc(Cl)cc2)cc1,-8.0,8.5,2.5,-3.0,0.7,-5.0,0.6,-10.4,-40.5
CS(=O)(=O)N(CC(=O)N1CCOCC1)Cc1ccc(Cl)cc1,-3.0,2.5,6.0,-4.1,1.3,12.7,-17.1,-1.2,-7.3

# Bioassay records: PubChem, several laboratories
